Screening results deposited in PubChem BioAssay by Broad Institute.
BioA inh – M. tuberculosis BioA enzyme inhibitors, primary screen, biochemical, plate reader, single point, HTS; 7,8-diaminopelargonic acid synthase BioA (Mycobacterium tuberculosis); purified M. tuberculosis BioA enzyme; inhibition, % at 9.99 µM; actives 0.096% (n = 360,000); in the data active means inhibition above about 40%
Starred values were filed as active, the others as inactive.

SMILES	BioA inh
CN1CCN(C(=O)C[C@H]2C[C@@H]3c4cc(NC(=O)Cc5ccncc5)ccc4O[C@@H]3[C@H](CO)O2)CC1	0.4
CO[C@@H]1CN(C)C(=O)c2ccc(NC(=O)c3cc(C)on3)cc2OC[C@@H](C)NC[C@@H]1C	-1.5
C[C@H](CO)N1C[C@H](C)[C@H](CN(C)C(=O)c2ccc3c(c2)OCO3)Oc2ncc(C#CCN(C)C)cc2C1=O	-2.5
COc1ccc(NC(=O)Nc2ccc3c(c2)C(=O)N([C@@H](C)CO)C[C@H](C)[C@@H](CN(C)CC2CC2)OCCCC[C@H](C)O3)cc1	-0.1
CO[C@@H]1CN(C)C(=O)c2ccc(NC(=O)C3CCC3)cc2OC[C@@H](C)N(C)C[C@@H]1C	5.7
C[C@@H]1CN([C@H](C)CO)C(=O)Cc2cc(NC(=O)Nc3ccccc3)ccc2O[C@H]1CN(C)Cc1ccc(C(=O)O)cc1	1.7
CO[C@H]1CN(C)C(=O)c2cc(NC(=O)C3CC3)ccc2OC[C@H](C)N(Cc2cccnc2)C[C@@H]1C	-2.8
O=C(Nc1cccc(Cl)c1)N[C@@H]1CC[C@@H](CCNC(=O)C2CC2)O[C@@H]1CO	2.1
COc1ccccc1S(=O)(=O)N[C@@H]1CC[C@H](CC(=O)N2CCOCC2)O[C@@H]1CO	0.0
CCC(=O)N(C)C[C@H]1Oc2ncc(C#CC3(O)CCCC3)cc2C(=O)N([C@@H](C)CO)C[C@@H]1C	-2.8
COc1ccc(CN(C)C[C@@H]2OCCCC[C@@H](C)Oc3ccc(NC(=O)C4CCCCC4)cc3C(=O)N([C@@H](C)CO)C[C@H]2C)cc1	-0.7
COCC(=O)Nc1ccc2c(c1)C(=O)N(C)[C@@H]1CC[C@@H](CC(=O)OC)O[C@@H]1CO2	-5.8
CC(C)CC#Cc1cnc2c(c1)C(=O)N([C@H](C)CO)C[C@H](C)[C@H](CN(C)Cc1ccccc1C(=O)O)O2	1.7
O=C(C[C@@H]1CC[C@H](NC(=O)C2CCC2)[C@H](CO)O1)NC1CCCCC1	-0.4
CC(C)NC(=O)Nc1ccc2c(c1)CC(=O)N([C@@H](C)CO)C[C@H](C)[C@@H](CN(C)S(=O)(=O)c1ccc(Cl)cc1)O2	-1.6
C[C@@H]1CN([C@H](C)CO)C(=O)c2cccc(NS(=O)(=O)c3cn(C)cn3)c2O[C@H]1CN(C)Cc1ccc(Oc2ccccc2)cc1	-1.5
C[C@@H]1CCCCO[C@@H](CN(C)C(=O)c2ccccc2)[C@@H](C)CN([C@@H](C)CO)C(=O)c2cc(NS(=O)(=O)c3ccc(F)cc3)ccc2O1	1.8
C[C@H]1CN([C@@H](C)CO)C(=O)Cc2cc(NS(C)(=O)=O)ccc2O[C@@H]1CN(C)Cc1ccc(-c2ccccc2)cc1	2.8
COCc1cn(CC[C@H]2CC[C@H](NC(=O)Nc3ccc4c(c3)OCO4)[C@H](CO)O2)nn1	-1.2
O=C(C[C@@H]1C=C[C@@H](NC(=O)Nc2ccc3c(c2)OCO3)[C@@H](CO)O1)NCc1ccc(F)cc1	-2.8
COc1ccc(NC(=O)Nc2ccc3c(c2)[C@H]2C[C@H](CC(=O)N4CCc5ccccc5C4)O[C@H](CO)[C@H]2O3)cc1	5.5
C[C@H]1CN([C@@H](C)CO)C(=O)c2cc(C#CC3(O)CCCC3)cnc2O[C@@H]1CN(C)C(=O)C1CCOCC1	-1.2
C[C@@H]1CN([C@H](C)CO)C(=O)c2cccc(NC(=O)c3nc4ccccc4s3)c2O[C@@H]1CN(C)S(=O)(=O)c1cn(C)cn1	-1.1
Cc1noc(C)c1NC(=O)Nc1ccc2c(c1)C(=O)N([C@@H](C)CO)C[C@@H](C)[C@H](CN(C)C(=O)Nc1ccccc1)O2	0.6
O=C(C[C@@H]1C=C[C@H](NC(=O)c2ccc(F)cc2)[C@@H](CO)O1)NCCc1ccccc1	-1.3
C[C@@H]1CN([C@@H](C)CO)C(=O)c2cc(NC(=O)C3CCCCC3)ccc2O[C@@H](C)CCCCO[C@@H]1CN(C)C(=O)Nc1ccc2c(c1)OCO2	-3.6
O=C(N[C@@H]1CC[C@@H](CCNS(=O)(=O)c2cccc(Cl)c2)O[C@@H]1CO)c1ccc(F)cc1	3.0
C[C@H]1CN([C@@H](C)CO)C(=O)Cc2cc(NS(=O)(=O)c3cccs3)ccc2O[C@@H]1CN(C)S(=O)(=O)c1cn(C)cn1	-0.5
C[C@H]1CN([C@@H](C)CO)S(=O)(=O)c2ccc(C#CC3CCCC3)cc2O[C@H]1CN(C)Cc1ccccc1C(=O)O	-2.6
Cc1cccc(-c2ccc([C@H]3[C@@H](CO)N4CCCCN(C(=O)c5ccncc5)C[C@@H]34)cc2)c1	3.1
Cc1ccc(S(=O)(=O)Nc2ccc3c(c2)C(=O)N([C@@H](C)CO)C[C@H](C)[C@H](CN(C)S(=O)(=O)c2ccccc2)OCCCC[C@@H](C)O3)cc1	-2.1
C[C@H](CO)N1C[C@H](C)[C@@H](CN(C)S(=O)(=O)c2ccccc2)Oc2ccc(NS(=O)(=O)c3ccc(Cl)cc3)cc2CC1=O	-2.1
Cc1ccc(S(=O)(=O)N(C)C[C@H]2Oc3ccc(NC(=O)Nc4cccc5ccccc45)cc3CC(=O)N([C@@H](C)CO)C[C@@H]2C)cc1	4.5
CS(=O)(=O)N1[C@@H](C#N)[C@H](c2ccc(-c3ccccc3F)cc2)[C@@H]1CO	-0.8
CN(C)CC#Cc1ccc([C@@H]2[C@@H](CO)N3CCCCN(C(=O)CN(C)C)C[C@H]23)cc1	-0.2
COc1ccc(S(=O)(=O)Nc2ccc3c(c2)CC(=O)N([C@@H](C)CO)C[C@H](C)[C@H](CN(C)C(=O)NC2CCCCC2)O3)cc1	0.7
COc1ccc(NC(=O)Nc2ccc3c(c2)C(=O)N([C@@H](C)CO)C[C@@H](C)[C@@H](CN(C)S(=O)(=O)c2ccccc2)OCCCC[C@H](C)O3)cc1	-1.4
C[C@H]1CCCCO[C@H](CN(C)C(=O)Nc2cccc3ccccc23)[C@@H](C)CN([C@@H](C)CO)C(=O)c2cc(NS(=O)(=O)c3cn(C)cn3)ccc2O1	0.8
COCC#Cc1ccc2c(c1)O[C@H](CN(C)C(=O)C1CCOCC1)[C@@H](C)CN([C@H](C)CO)S2(=O)=O	-0.1
C[C@@H]1CN([C@@H](C)CO)C(=O)Cc2cc(NC(=O)CCCCCC(=O)Nc3ccccc3N)ccc2O[C@@H]1CN(C)Cc1ccc(Cl)c(Cl)c1	-3.4
C[C@@H]1CN([C@H](C)CO)C(=O)Cc2cc(NS(=O)(=O)c3ccc(Cl)cc3)ccc2O[C@@H]1CN(C)Cc1ccc(C(F)(F)F)cc1	-0.5
CN(C)CCCNC(=O)C[C@@H]1CC[C@H]2[C@@H](COC[C@H](O)CN2CC2CCCC2)O1	0.5
COc1ccc(S(=O)(=O)Nc2ccc3c(c2)C(=O)N([C@@H](C)CO)C[C@@H](C)[C@@H](CN(C)C(=O)Nc2ccc(F)cc2)OCCCC[C@H](C)O3)cc1	-2.2
Cc1noc(C)c1NC(=O)N(C)C[C@@H]1Oc2ccc(NC(=O)c3ccncc3)cc2CC(=O)N([C@@H](C)CO)C[C@@H]1C	-2.7
Cc1nc(S(=O)(=O)N2CCN(Cc3ccc(OCCO)cc3)CC2)cn1C	-5.4
CN(C)C(=O)[C@H]1[C@H](CO)[C@H]2Cn3c(ccc(C4=CCCCC4)c3=O)[C@H]2N1Cc1ccc2c(c1)OCO2	-1.1
C[C@H](NC(=O)C[C@H]1C=C[C@H](NC(=O)C2CCC2)[C@@H](CO)O1)c1ccccc1	0.6
C[C@@H]1CN([C@H](C)CO)C(=O)Cc2cc(NC(=O)C3CC3)ccc2O[C@@H]1CN(C)Cc1ccc2c(c1)OCO2	0.8
C[C@H]1CN([C@@H](C)CO)C(=O)Cc2cc(NC(=O)Cc3ccccc3)ccc2O[C@@H]1CN(C)S(=O)(=O)c1cn(C)cn1	1.0
COc1ccccc1CNC(=O)C[C@H]1CC[C@H]2[C@@H](COC[C@H](O)CN2Cc2cccc(-c3ccncc3)c2)O1	2.1
CCC(=O)Nc1ccc2c(c1)OC[C@@H](C)N(C(=O)Nc1ccccc1F)C[C@@H](C)[C@H](OC)CN(C)C2=O	-1.9
C[C@@H]1CN([C@@H](C)CO)C(=O)Cc2cc(NC(=O)Nc3cccc4ccccc34)ccc2O[C@H]1CN(C)Cc1ccc(C(=O)O)cc1	5.4
CC(=O)N[C@H]1CC[C@@H](CCNC(=O)C2CCC2)O[C@H]1CO	6.3
COc1ccc(NC(=O)Nc2ccc3c(c2)C(=O)N([C@@H](C)CO)C[C@H](C)[C@H](CN(C)S(=O)(=O)c2ccc(F)cc2)OCCCC[C@@H](C)O3)cc1	1.0
O=C(NCC[C@H]1CC[C@H](NC(=O)c2ccncc2)[C@H](CO)O1)Nc1ccc(Cl)cc1	0.5
COc1ccc(NC(=O)Nc2ccc3c(c2)[C@H]2C[C@@H](CC(=O)NCc4ccccn4)O[C@H](CO)[C@H]2O3)cc1	0.6
CN1C(=O)c2cc(NC(=O)c3cnccn3)ccc2OC[C@@H]2O[C@H](CC(=O)O)CC[C@H]21	12
CNC[C@H]1Oc2ccc(NC(=O)Nc3ccc(OC)cc3)cc2C(=O)N([C@@H](C)CO)C[C@@H]1C	-1.0
Cc1noc(C)c1NC(=O)N[C@@H]1CC[C@@H](CC(=O)NCc2ccc(Cl)c(Cl)c2)O[C@@H]1CO	-1.9
CO[C@@H]1CN(C)C(=O)c2cc(NC(C)=O)ccc2OC[C@@H](C)N(C(=O)CC2CC2)C[C@H]1C	1.5

Ten compounds out of the list, sorted by length of the SMILES, smallest number first:
SMILES	BioA inh
O=C(C[C@@H]1C=C[C@H](NC(=O)c2ccc(F)cc2)[C@@H](CO)O1)NCCc1ccccc1	-1.3
COCC(=O)Nc1ccc2c(c1)C(=O)N(C)[C@@H]1CC[C@@H](CC(=O)OC)O[C@@H]1CO2	-5.8
CNC[C@H]1Oc2ccc(NC(=O)Nc3ccc(OC)cc3)cc2C(=O)N([C@@H](C)CO)C[C@@H]1C	-1.0
CO[C@@H]1CN(C)C(=O)c2cc(NC(C)=O)ccc2OC[C@@H](C)N(C(=O)CC2CC2)C[C@H]1C	1.5
O=C(C[C@@H]1C=C[C@@H](NC(=O)Nc2ccc3c(c2)OCO3)[C@@H](CO)O1)NCc1ccc(F)cc1	-2.8
COc1ccccc1CNC(=O)C[C@H]1CC[C@H]2[C@@H](COC[C@H](O)CN2Cc2cccc(-c3ccncc3)c2)O1	2.1
COc1ccc(NC(=O)Nc2ccc3c(c2)[C@H]2C[C@@H](CC(=O)NCc4ccccn4)O[C@H](CO)[C@H]2O3)cc1	0.6
C[C@H]1CN([C@@H](C)CO)C(=O)Cc2cc(NS(=O)(=O)c3cccs3)ccc2O[C@@H]1CN(C)S(=O)(=O)c1cn(C)cn1	-0.5
C[C@@H]1CN([C@H](C)CO)C(=O)c2cccc(NC(=O)c3nc4ccccc4s3)c2O[C@@H]1CN(C)S(=O)(=O)c1cn(C)cn1	-1.1
C[C@@H]1CN([C@@H](C)CO)C(=O)Cc2cc(NC(=O)CCCCCC(=O)Nc3ccccc3N)ccc2O[C@@H]1CN(C)Cc1ccc(Cl)c(Cl)c1	-3.4

Continued:
SMILES	BioA inh
O=C(C[C@@H]1C[C@H]2c3cc(NC(=O)Nc4ccc(C(F)(F)F)cc4)ccc3O[C@H]2[C@H](CO)O1)NCc1cccnc1	1.7
C[C@@H]1CN([C@@H](C)CO)S(=O)(=O)c2ccc(-c3ccc(C(=O)N(C)C)cc3)cc2O[C@@H]1CN(C)C	1.8
Cc1noc(C)c1S(=O)(=O)Nc1ccc2c(c1)CC(=O)N([C@H](C)CO)C[C@@H](C)[C@@H](CN(C)Cc1ccc(C(F)(F)F)cc1)O2	5.8
O=C(C[C@H]1CC[C@@H]2[C@H](COC[C@H](O)CN2C(=O)c2ccc(F)cc2)O1)N1CCCCC1	0.3
C[C@@H]1CN([C@@H](C)CO)C(=O)c2cc(NC(=O)Nc3cccc4ccccc34)ccc2O[C@@H]1CN(C)CC1CCCCC1	-1.4
CN(C)C(=O)c1cccc(-c2ccc([C@H]3[C@@H](CO)N4CCCCN(Cc5cccnc5)C[C@@H]34)cc2)c1	1.8
CCCNC(=O)N1[C@H](C#N)[C@@H](c2ccc(C#Cc3cccc(F)c3)cc2)[C@@H]1CO	-0.1
COc1ccc(NC(=O)Nc2ccc3c(c2)C(=O)N([C@H](C)CO)C[C@@H](C)[C@H](CN(C)C(=O)Cc2ccccc2)OCCCC[C@@H](C)O3)cc1	-0.6
C[C@H]1CCCCO[C@H](CN(C)S(=O)(=O)c2ccccc2)[C@@H](C)CN([C@@H](C)CO)C(=O)c2cc(NS(=O)(=O)c3cn(C)cn3)ccc2O1	1.0
COCC(=O)N(C[C@@H]1[C@@H](c2ccccc2)[C@H](CO)N1C(=O)NC(C)C)C(C)C	-1.8
CO[C@H]1CN(C)C(=O)c2cc(NC(C)=O)ccc2OC[C@@H](C)N(Cc2ccccn2)C[C@@H]1C	-2.4
O=S(=O)(Cc1ccccc1)N1CCCCN2[C@@H](CO)[C@@H](c3ccc(-c4cccnc4)cc3)[C@@H]2C1	-0.1
O=C(Nc1cccc(Cl)c1)N1C[C@@H]2[C@H](c3ccccc31)[C@@H](CO)N2C(=O)C1CC1	1.9
COc1ccccc1S(=O)(=O)N[C@@H]1C=C[C@H](CC(=O)N2CCN(C)CC2)O[C@H]1CO	-1.2
COc1ccc(S(=O)(=O)Nc2cccc3c2O[C@@H](CN(C)Cc2ccc(Oc4ccccc4)cc2)[C@H](C)CN([C@@H](C)CO)C3=O)cc1	5.1
Cc1ccc(S(=O)(=O)Nc2ccc3c(c2)C(=O)N([C@H](C)CO)C[C@H](C)[C@H](CN(C)S(=O)(=O)c2ccc(C)cc2)OCCCC[C@@H](C)O3)cc1	-1.5
C[C@@H]1CN([C@H](C)CO)C(=O)CCCn2cc(nn2)CO[C@@H]1CN(C)S(C)(=O)=O	-3.7
CN(C)Cc1cn(CC[C@H]2CC[C@@H](NC(=O)Nc3ccc4c(c3)OCO4)[C@H](CO)O2)nn1	1.4
C[C@H]1CN([C@@H](C)CO)S(=O)(=O)c2ccc(-c3ccccc3)cc2O[C@@H]1CN(C)Cc1cccc(F)c1	-2.7
O=C(C[C@@H]1C=C[C@@H](NC(=O)c2cccc(F)c2)[C@H](CO)O1)Nc1nccs1	1.7

Some of the compounds tested; the hit share may differ from the screen's.
